Screening results: PubChem, National Center for Advancing Translational Sciences (NCATS)
MLL CXXC-DNA inh – inhibitors of human MLL CXXC domain-DNA interaction; Q03164; MLL-CXXC / FITC-HOXA9 DNA fluorescence polarization; actives 0.037% (n = 290,000); Potency, µM (highest dose often 115 µM), for inactives: top-dose activity change, negative = inhibition, most hits filed as inhibitors; active = well fitted inhibition curve with a large enough effect in the polarisation, with a control signal flat, not every such curve was filed as active; inconclusive = small, poorly fitted or top-dose-only effect, or effect the other way, or a change in a side signal; inactive = no such curve, though single readings can be large or run the other way; the % refers to the polarisation; note: potency is the fitted concentration of half-maximal effect
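Steps: dispense CXXC domain solution (7 uM) → pin compounds or unlabeled HOX-A9 DNA control → 5 min ambient → add FLSN-HOX-A9 solution (50 nM) → spin → 30 min ambient → fluorescence polarization. Tris pH 7.5/NaCl/DTT/BSA buffer.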
GALK inhibitor – blocks human galactokinase activity | actives 0.007% (n = 270,000) | Purified GALK, Kinase-Glo residual ATP luminescence | Potency, µM (top dose mostly 57.5 µM), inactives show at the top dose activity change, negative = inhibition, actives largely listed as inhibitors; note: potency is the fitted concentration of half-maximal effect; % is set by controls: 0 for no effect and ±100 for the full control effect
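5 nM enzyme, 35 uM ATP, 100 uM galactose, 20 mM HEPES pH8.0, 5 mM MgCl2; 1 h RT; residual ATP by Kinase-Glo Plus luminescence, qHTS format.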
Integrin act MD – integrin-mediated muscular dystrophy alleviation activation; alpha7betagal myoblasts, beta-gal FDG fluorescence, 48 h; Potency, µM (doses to about 38.3 µM), inactives show at the highest dose activation, hits mostly activators; actives 0.064% (n = 350,000);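 note: potency is the fitted concentration of half-maximal effect; 100% = response of the positive control SU9516; nearly all actives have a fitted effect of over 60% in size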
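alpha7betagal+/- myoblasts (passage 13, 250/well) treated 48 h at 37C with compounds at 1:260 dilution of DMSO stock. Lysed, then beta-galactosidase activity read as FDG fluorescence (ex 480/em 540) after 30 min, with pre-read for autofluorescence.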
Coupling enz – inhibits coupling enzyme system, counter-screen for aldolase hits; activity change, negative = inhibition, % at 58.2 µM, hits read low; actives 0.67% (n = 290,000); coupling enzyme system counterscreen, AmpLite Red fluorescence; in the data active = activity change below about -30%; note: % is set by controls: 0 for no effect and ±100 for the full control effect
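Activity here indicates interference with the coupling reaction, not aldolase inhibition. Compounds at 57.5 uM final met coupling enzymes for 10 min at RT; substrate and AmpLite Red detection followed, with a 525/598 nm fluorescence read after 20 min.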
hERG WT inh – blocks the wildtype human KCNH2 potassium channel | U2OS, BacMam KCNH2, thallium flux FluxOr; active compounds read low | AID 720551 | activity change, % at 1.84 µM | Q12809 | actives 0.37% (n = 340,000);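 active = maximum activity change below -70%; inconclusive = maximum activity change between -70% and -50%; inactive = maximum activity change above -50%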; note: % is set by controls: 0 for no effect and ±100 for the full control effect
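U2OS cells transduced with wild-type KCNH2 virus are loaded with FluxOr dye for 45 min, and thallium flux is measured in kinetic reads before and after stimulation buffer. Rate constants are normalized to DMSO controls.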
A-T KAP1 phos – potential ataxia-telangiectasia treatments restoring KAP-1 phosphorylation; […] A-T fibroblasts, KAP-1 phosphorylation AlphaLISA; neocarzinostatin DNA damage 30 min before lysis; Potency, µM (top dose mostly 57.5 µM), inactives show top-dose activation, hits mostly activators; actives 0.19% (n = 320,000); note: potency is the fitted concentration of half-maximal effect; % of control where 0% means no effect; nearly all actives have a fitted effect of over 45% in size
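hTERT-immortalized A-T patient fibroblasts ([…]), 500 cells/well in OPTI-MEM, 1% FBS, got compounds for 60 min, then NCS for 30 min at 37C. Lysates were then assayed for phospho-KAP-1 by AlphaLISA (anti-pKAP1 donor, anti-KAP1 acceptor beads), 6 hr at 25C.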
ASM inhibitor – blocks human secretory acid sphingomyelinase. AID 504937. placental ASM, HMU-PC fluorogenic substrate, 60 min. Potency, µM (doses to about 57.5 µM), for inactives: at the top dose activity change, negative = inhibition, actives largely listed as inhibitors. actives 0.006% (n = 340,000); note: potency is the fitted concentration of half-maximal effect
Target sequence (P17405 47-631 limits assumed): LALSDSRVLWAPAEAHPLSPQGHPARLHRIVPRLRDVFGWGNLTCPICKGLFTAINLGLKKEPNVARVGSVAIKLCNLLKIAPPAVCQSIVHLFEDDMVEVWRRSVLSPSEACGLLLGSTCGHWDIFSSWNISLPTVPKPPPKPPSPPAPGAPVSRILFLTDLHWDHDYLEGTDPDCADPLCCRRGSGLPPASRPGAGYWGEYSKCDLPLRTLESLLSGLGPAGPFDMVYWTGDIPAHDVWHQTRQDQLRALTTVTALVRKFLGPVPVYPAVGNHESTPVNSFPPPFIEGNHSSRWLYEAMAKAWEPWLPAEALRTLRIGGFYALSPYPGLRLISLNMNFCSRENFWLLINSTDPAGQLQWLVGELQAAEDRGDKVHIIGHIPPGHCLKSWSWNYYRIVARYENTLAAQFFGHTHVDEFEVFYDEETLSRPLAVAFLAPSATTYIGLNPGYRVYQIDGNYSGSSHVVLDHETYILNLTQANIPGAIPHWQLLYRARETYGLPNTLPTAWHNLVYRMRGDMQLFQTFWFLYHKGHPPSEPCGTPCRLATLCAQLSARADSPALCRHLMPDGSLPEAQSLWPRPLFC
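qHTS format. ASM enzyme prepared from human placenta hydrolyses the fluorogenic substrate HMU-PC0 (9 uM final) over 60 min at 37 °C after a 10 min compound preincubation.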
TRPV1 agonist – agonists of human vanilloid receptor 1 (TRPV1) | TRPV1-expressing cells, Fluo-8 calcium influx, agonist mode | actives 0.19% (n = 320,000) | activation, % at 8.33 µM; in the data active = activation above about 80%; inconclusive = between about 30% and that limit; note: 0% is about no effect
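Fluo-8 calcium influx in TRPV1-expressing cells, kinetic read (ex 480/em 520 nm). Compound added and read 3 min for agonist activity, followed by capsaicin at EC20 final and 2 min further read for enhancement.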
KCNH2 3.1 inh – inhibitors of human KCNH2 3.1 potassium channel isoform; actives 0.95% (n = 340,000); activity change, % (tested at about 1.8 µM); AID 720553; U2OS KCNH2 3.1, thallium flux FluxOr; active compounds read low;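 active = maximum activity change below -70%; inconclusive = maximum activity change from -70% to -50%; inactive = maximum activity change above -50%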;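 note: thallium influx rate constant from kinetic fluorescence after stimulation buffer; % is set by controls: 0 for no effect and ±100 for the full control effect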
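U2OS cells transduced with KCNH2 3.1 mutant virus (1.77 x 10^8 /mL, 4 h), plated overnight at 37 C, loaded 45 min with FluxOr dye plus Red40 quencher. Thallium flux rate constant from kinetic reads after stimulation buffer, normalised to controls.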
MBNL1 CUG block – blocks human MBNL1 binding to CUG repeat RNA; Q9NR56; TR-FRET MBNL1-His/biotin-(CUG)12 binding, 665/545 ratio; Potency, µM (top dose mostly 57.5 µM), without a hit: at the highest dose activity change, negative = inhibition, most hits filed as inhibitors; actives 0.036% (n = 280,000); AID 2675; active = well fitted inhibition curve with a large enough effect in the signal ratio, with a control signal flat, not every such curve was filed as active; inconclusive = small, poorly fitted or top-dose-only effect, or effect the other way, or a change in a side signal; inactive = no such curve, though single readings can be large or run the other way; the % refers to the signal ratio; note: potency is the fitted concentration of half-maximal effect; % is set by controls: 0 for no effect and ±100 for the full control effect
Target sequence (Q9NR56 whole entry, looked up): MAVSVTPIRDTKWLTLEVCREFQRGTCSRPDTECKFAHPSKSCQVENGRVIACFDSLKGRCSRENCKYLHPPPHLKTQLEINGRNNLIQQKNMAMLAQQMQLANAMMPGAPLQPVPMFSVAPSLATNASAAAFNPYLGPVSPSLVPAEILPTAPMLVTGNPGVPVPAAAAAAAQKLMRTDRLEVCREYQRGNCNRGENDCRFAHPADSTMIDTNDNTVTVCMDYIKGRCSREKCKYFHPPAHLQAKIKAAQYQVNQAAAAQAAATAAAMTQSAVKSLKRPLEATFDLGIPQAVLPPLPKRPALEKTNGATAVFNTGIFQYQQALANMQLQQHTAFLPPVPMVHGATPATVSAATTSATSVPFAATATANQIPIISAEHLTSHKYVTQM
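His-tagged MBNL1 binding to biotinylated (CUG)12 RNA was measured by TR-FRET using terbium anti-His antibody (0.055 ng/ul final) and streptavidin-XL665 (5 nM final). Compounds were titrated 92 nM to 58 uM; 60 min at room temperature.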
* hit, by the source's call; i = inactive; ? = inconclusive; nt = not tested or not shown; [ ] = another dose, or the depositor's remark. Unless noted, calls come from the whole dose curve; as a rule, active = well fitted curve in the direction sought with a large enough effect; inconclusive = small, poorly fitted or top-dose-only effect, or another doubt; inactive = no such curve, though single readings can be large; an effect the other way counts as inactive or inconclusive. Compounds were not picked by outcome, and some 2% of all compounds hit somewhere here.

SMILES	MLL CXXC-DNA inh	GALK inhibitor	Integrin act MD	Coupling enz	hERG WT inh	A-T KAP1 phos	ASM inhibitor	TRPV1 agonist	KCNH2 3.1 inh	MBNL1 CUG block
O=C(Cc1cccs1)N1CCCC(c2nc3c(nnn3Cc3ccc(F)cc3)c(=O)[nH]2)C1 (stereo not given)	-4%	0%	-7%	2	-2	10%	-5%	-2	-8	-5%
Cc1ccc(C)c(C(C)NC(=S)NC2CCCCC2)c1 (stereo not given)	14%	-4%	-49%[inhibitor]	-1	5	-3%	3%	?	3	-3%
CCSc1nnc(NC(=O)CCN2C(=O)C3CCCCC3C2=O)s1 (stereo not given)	nt	nt	-1%	nt	3	8%	4%	-2	-2	nt
CCOc1cc(CNCC(C)C)cc(Cl)c1OCc1ccccc1	-8%	-1%	14%	-2	6	4%	-1%	1	3	-4%
COC(=O)c1c(NC(=O)Cc2cccs2)sc(C(=O)N2CCCCC2)c1C	-10%	1%	10%	4	-4	-2%	-2%	3	-8	?
CCOc1ccc(NC(=O)C2CCCN(S(=O)(=O)c3cccc4nsnc34)C2)cc1 (stereo not given)	26%	-1%	-1%	1	-6	-6%	-1%	2	6	22%
Cc1cccc(NS(=O)(=O)c2cccc(C(=O)N3CCN(C/C=C/c4ccccc4)CC3)c2)c1	nt	nt	11%	nt	18	0%	0%	-1	3	nt
Cc1ccc(NS(=O)(=O)c2cccc(C(=O)NNC(=O)c3cccn3C)c2)c(C)c1	4%	3%	-19%	nt	-1	-4%	nt	-4	11	-4%
CCCn1nc2cc(C(=O)NCc3ccc(OC)cc3)ccc2c1OCC	0%	nt	30%	4	-5	3%	25%	8	-1	12%
Nc1[nH]ncc1-c1ccc(F)cc1	5%	1%	26%	2	-8	1%	2%	-1	6	4%
Nc1n[nH]c2cccc(Cl)c12	1%	-1%	?	0	-4	-2%	8%	-1	-3	-10%
COc1ccc2[nH]c(=O)c(CN(CC3CCCO3)C(=S)Nc3ccccc3)cc2c1 (stereo not given)	-16%	-2%	17%	-3	-10	-1%	16%	0	0	-14%
CCOc1ccccc1N1CC(C(=O)Nc2ccccc2N2CCCC2)CC1=O (stereo not given)	nt	nt	2%	nt	0	-9%	1%	-2	9	nt
C(=N\Nc1ccccn1)/c1ccc2c(c1)OCCO2	2%	-1%	12%	0	-8	-1%	-5%	6	-14	7%
CC1(C(=O)N2CCC(CC3CC(c4ccc(Cl)cc4)=NO3)(C(=O)NCC3CCCCC3)CC2)CC1 (stereo not given)	8%	nt	-9%	-3	3	13%	-5%	3	5	3%
COC(=O)[C@@]1(Cc2ccccc2)[C@H]2C(=O)N(Cc3ccccc3)C(=O)[C@H]2[C@H]2CN=C(SCc3ccc(C)cc3)N21	nt	nt	-5%	nt	2	9%	5%	nt	2	nt
CC(OC(=O)CSc1ccccc1)C(=O)NC1CCCCC1C (stereo not given)	nt	nt	7%	nt	8	4%	-1%	5	-20	nt
Cn1cccc1Cc1nnc(SCC(=O)Nc2ccc3c(c2)OCO3)n1CCc1ccccc1	4%	-4%	0%	3	-9	5%	-3%	27	-8	-3%
N#Cc1c(N)sc(=S)c2c1CCCCC2	-13%	0%	-8%	-33*	31	-2%	-2%	-2	8	?
CCOC(=O)c1c(C)[nH]c(C(=O)OCC(=O)N2CCCC2=O)c1C	nt	nt	4%	nt	6	1%	4%	-2	-9	nt
O=C(Cc1ccc(Cl)cc1)N1CCc2ccccc2C1	nt	nt	41%	nt	-1	nt	-7%	nt	0	nt
Cc1ccc(NC(=O)c2cc(N3C(=O)C=CC3=O)ccc2Cl)cc1C	12%	1%	-48%[inhibitor]	6	-7	-4%	-2%	2	0	-6%
O=C(CSc1nnc(NC(=O)C2CC(=O)N(c3ccc(F)cc3)C2)s1)NCC1CCCO1 (stereo not given)	?	5%	8%	0	-13	-1%	-3%	2	3	6%
O=C1CS(=O)(=O)c2ccccc2N1	-9%	4%	8%	0	-5	17%	0%	0	-6	1%

Quoted from the listing:
Result for CCOC(=O)c1c(C)[nH]c(C(=O)OCC(=O)N2CCCC2=O)c1C under Integrin act MD: 4%
Result for CC1(C(=O)N2CCC(CC3CC(c4ccc(Cl)cc4)=NO3)(C(=O)NCC3CCCCC3)CC2)CC1 (stereo not given) under KCNH2 3.1 inh: 5

The list goes on:
SMILES	MLL CXXC-DNA inh	GALK inhibitor	Integrin act MD	Coupling enz	hERG WT inh	A-T KAP1 phos	ASM inhibitor	TRPV1 agonist	KCNH2 3.1 inh	MBNL1 CUG block
CCOc1ccc(N(C(=O)c2ccc(S(=O)(=O)N3CCCC3)cc2)C2C=CS(=O)(=O)C2)cc1 (stereo not given)	-4%	4%	-17%	-1	1	1%	-4%	4	2	-9%
Cc1cc(-n2c(C)cc(C(=O)CSc3[nH]c(=O)cc(C(F)(F)F)c3C#N)c2C)no1	nt	nt	16%	nt	1	-8%	-1%	-3	7	nt
COc1ccc(NC(=O)CC#N)cc1OC	-3%	0%	-1%	nt	-1	-2%	4%	-1	1	0%
CCOC(=O)c1cnn(-c2ccccc2)c1NC(=O)c1ccccc1C	3%	3%	6%	2	19	nt	-4%	29	-12	-1%
O=C(Nn1cnnc1)c1cc(-c2cccc(Br)c2)nc2ccccc12	-5%	-1%	5%	-3	-4	-14%	1%	-1	-5	-5%
CCC1CCC2(CC1)NNC(=S)NN2	-2%	1%	25%	-1	-9	1%	3%	3	25	?
O=C(OCc1ccccc1F)c1cc([N+](=O)[O-])ccc1N1CCOCC1	nt	nt	24%	nt	4	-1%	-13%	27	-37	nt
COCc1nc(-c2cc(Br)ccc2OC)no1	13%	8%	10%	-1	3	nt	1%	16	0	-10%
CCOC(=O)c1c(C)c(C(=O)N2CCN(c3cccc(Cl)c3)CC2)c(C)n1C	6%	-1%	-5%	5	20	-1%	-1%	16	-17	6%
Cc1cc(NC(=O)C(C)Oc2ccc(Cl)cc2Cl)no1 (stereo not given)	-6%	14%	-12%	0	0	7%	1%	-1	11	-3%
CC(=O)c1ccc(NC(=O)CN2CCOCC2)cc1	19%	-2%	17%	1	0	-2%	5%	0	18	7%
COCc1cc(=O)oc2cc(NC(=O)c3ccc(C(C)(C)C)cc3)ccc12	9%	-4%	0%	-1	-4	-2%	20%	-2	-18	1%
CS(=O)(=O)c1nc(-c2cccs2)cc(C(F)(F)F)n1	?	-3%	nt	-2	nt	-7%	nt	-3	nt	30%[activator]
Cc1cc(C)n(-c2nc(NCC3CCCO3)c3c4c(sc3n2)COC(C)(C)C4)n1 (stereo not given)	-1%	-1%	19%	-5	12	1%	166%[activator]	?	0	6%
NC(=O)c1cccc(NC(=O)Nc2ccc(Cl)cc2)c1	4%	0%	8%	2	6	8%	-2%	?	4	-2%
C/C(=N\NC(=O)c1ccc(Cl)cc1)c1cccc(NC(=O)c2cccnc2)c1	-4%	nt	-18%	0	5	0%	-3%	6	7	-13%[11.5 µM]
CCOC(=O)CC1C(=O)NCCN1C(=O)c1cc2c(=O)n3cccc(C)c3nc2s1 (stereo not given)	3%	2%	-9%	1	3	-1%	i	-2	25	?
CC1=NN(c2ccccc2)C(=O)/C1=C\c1cc(C)n(-c2cccnc2)c1C	-27%	-2%	5%	-1	-2	0%	-17%	1	-6	5%
COc1ccc(C(=O)CC(=O)c2ccccc2)cc1	nt	nt	0%	nt	-12	nt	6%	nt	-7	nt
CCC/C(=N/NC(=O)c1ccccc1Cl)c1ccccc1	6%	1%	-2%	1	-1	0%	-1%	1	14	4%
CCOC(=O)C1(C)Oc2cccnc2NC1=O (stereo not given)	-4%	1%	19%	0	3	1%	6%	1	6	-7%
O=C(NCC1([N+](=O)[O-])CN(C(=O)c2ccccc2)CN(C(=O)c2ccccc2)C1)c1ccccc1	-8%	4%	-3%	3	16	3%	-1%	2	-1	-1%
CN(NC(=O)c1ccc(Cl)cc1Cl)C1=NS(=O)(=O)c2ccccc21	-2%	0%	0%	9	2	-2%	-1%	-1	-1	-7%
O=C(COC(=O)CCS(=O)(=O)c1ccccc1)Nc1cc(S(=O)(=O)N2CCCCC2)ccc1Cl	nt	nt	7%	nt	4	-2%	0%	8	2	nt
C/C(=N\NC(=O)c1c(Cl)cnn1C)c1cccc(NC(=O)C(C)C)c1	0%	nt	15%	-1	1	0%	2%	0	10	?
CCOC(=O)N1CCC(NC(=O)c2ccc(CNS(=O)(=O)c3ccc(F)cc3)cc2)CC1	17%	-1%	0%	8	-1	12%	1%	2	-3	1%
CCOC(=O)Nc1ccc(S(=O)(=O)N(C)C(C)C)cc1	4%	0%	-14%	4	-23	-2%	1%	24	12	?
COc1cccc(C2CC(c3ccc(NS(C)(=O)=O)cc3)=NN2C(=O)c2ccccc2)c1OC (stereo not given)	17%	0%	-9%	-5	-6	1%	1%	10	-3	10%
